Bioassay records deposited in PubChem by several laboratories.
Myeloid diff MLP = promotes myeloid progenitor differentiation; hit rate 1% among 360,000; calls only at 10 µM; ER-HoxA9 myeloid progenitors, lysozyme-GFP differentiation, flow cytometry;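 active = normalized GFP-positive differentiation at or above the plate's own cutoff, the solvent-only control mean plus 3 SD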;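 also: cells exposed to compound for four days before flow analysis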
NOD2 inhibition = NOD2 signaling inhibitors, cell-based, luminescence, uHTS, HEK293 (AID 1566) | inhibition, % at 4 µM, or EC50 in µM where a hit was titrated | hit rate 0.63% among 290,000 | HEK293 NOD2/NF-kB luciferase reporter, luminescence; higher % means a stronger effect; also: many of its hits are not listed in these tables
HIV fusion peptide = cell-free HIV fusion peptide-binding blockers – biochemical, uHTS, fluorescence dequenching, primary screen (AID 1986); inhibition, % at 20 µM; hits with a dose series show IC50 in µM; cell-free peptide binding, fluorescence dequenching, 30 min; higher % means a stronger effect; hit rate 0.3% among 290,000; in the data active = inhibition mostly above about 52%, no sharp cut-off; inactive = mostly below about 76%; also: some results filed as inactive read as strong as hits
LYP phosphatase = PTPN22 lymphoid phosphatase activity blockers – biochemical, fluorescence intensity, uHTS (AID 1779); recombinant LYP phosphatase, fluorescence intensity; higher % means a stronger effect; inhibition, % at 11.5 µM; hits with a dose series show IC50 in µM; hit rate 0.054% among 290,000;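 also: plate controls were vehicle with enzyme for no effect and no enzyme for full effect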
PhoP inhibition = PhoP-dependent GFP reporter repression – Salmonella Typhimurium, primary screen (AID 1863) | hit rate 0.16% among 300,000 | S. Typhimurium PhoP-regulated promoter GFP reporter, 4 h; higher % means a stronger effect | inhibition, % at 50 µM, or IC50 in µM where a hit was titrated;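 active = inhibition over 29.93%, a cutoff 3 SD above the screen mean, later confirmed by dose response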;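 also: 0% = low Mg2+ inducing control and 100% = high Mg2+ repressing control; strong numbers were not always called active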
KOR beta-arrestin-1 = kappa opioid receptor activators – cell-based, luminescence, uHTS, primary screen (AID 1777) | KOR beta-arrestin recruitment, luminescence; higher % means a stronger effect | hit rate 0.02% among 280,000 | one-dose activation, % at 10 µM; EC50 in µM for titrated hits; in the data active = activation above about 50%, passing the limit was not always enough; also: a part of the inactive calls stands beside numbers as strong as those of hits
NOD1 inhibition = NOD1 signaling inhibitors, primary screen, cell-based, luminescence, uHTS (AID 1578); one-dose inhibition, % at 4 µM; EC50 in µM for titrated hits; hit rate 1% among 290,000; NOD1-driven NF-kB luciferase reporter cells, luminescence; higher % means a stronger effect; in the data active = inhibition mostly above about 36%, no sharp cut-off; inactive = mostly below about 34%;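 also: HEK-293T reporter cells stimulated with the NOD1 agonist gamma-tri-DAP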
SIAH1 antagonists = blockers of Siah-1 interaction with plectin peptide – biochemical, fluorescence polarization, rhodamine-plectin, uHTS, primary screen (AID 1817) | Siah-1 / rhodamine-plectin peptide fluorescence polarization; higher % means a stronger effect | one-dose displacement, % at 20 µM; IC50 in µM for titrated hits | hit rate 0.02% among 290,000;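 active = displacement of at least 50% at 20 µM, with a fluorescence ratio check between 0.3 and a set limit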;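 also: plate controls were Siah plus tracer with DMSO for no effect and tracer alone without Siah for full effect; strong numbers were not always called active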
KOR beta-arrestin-2 = kappa opioid receptor blockers – cell-based, luminescence, uHTS (AID 1778); KOR beta-arrestin recruitment, luminescence, antagonist mode; higher % means a stronger effect; inhibition, % at 10 µM, or IC50 in µM where a hit was titrated; hit rate 0.091% among 290,000; also: strong numbers were not always called active
Myeloid diff MLP GFP+ MAC1+ % = second read-out of Myeloid diff MLP, no call of its own (marks repeat the call); GFP+ MAC1+ double positive, %; measured here: differentiation confirmed by MAC1 staining
* = called active by the depositor; i = inactive; · = no result given; [ ] = dose if it differs, or a comment. Rule as the data show it, unless noted: active = inhibition above about 50%; inactive = the rest.

Molecule,Myeloid diff MLP,KOR beta-arrestin-1,KOR beta-arrestin-2,Myeloid diff MLP GFP+ MAC1+ %,NOD2 inhibition,LYP phosphatase,NOD1 inhibition,SIAH1 antagonists,HIV fusion peptide,PhoP inhibition
COc1ccc(-c2nnc(SCC(=O)c3cc(C)n(Cc4cccs4)c3C)o2)cc1,i,62%,4%,0.9,21%,2%,-40%,12%,1.0%,-6%
COc1ccc2[nH]c3c(c2c1)CCN1C(=O)N([C@@H](C)C(=O)NC2CCCCC2C)C(=O)[C@]31C (stereo partly drawn),i,4.0%,-13%[20 µM],1.5,0%,-4%,-6%,-2%,2.8%,6%
Cc1c(Cc2ccccc2)c(=O)oc2cc(OCc3ccc(C(=O)O)cc3)ccc12,i,-1.6%,-46%[20 µM],0.0,34%,-3%,-19%,8%,49%,-1%
CS(=O)(=O)c1ccc(Cl)c(C(=O)NC2CCSc3ccccc32)c1 (stereo not drawn),i,-0.2%,-40%,1.5,14%,-11%,-13%,-2%,-1.7%,5%
Cc1[nH]c2ccccc2c1C(=O)CSc1n[nH]c(N)n1,i,-1.9%,-12%,1.4,13%,-4%,-14%,9%,0.7%,-1%
CCN(c1ccccc1)S(=O)(=O)c1ccc2[nH]c(=O)c(=O)[nH]c2c1,i,-5.4%,-24%,0.4,-2%,-8%,14%,1%,0.1%,-1%
CN(C(=O)COC(=O)c1ccc2c(=O)n3c(nc2c1)CCC3)c1ccccc1,i,5.8%,-13%,0.2,11%,-1%,20%,-4%,0.2%,0%
O=S(=O)(/N=C(/Nc1cc(N2CCOCC2)ncn1)c1ccccc1)c1ccccc1,i,6.4%,24%,0.6,7%,-8%,0%,-3%,-0.9%,-12%
CC(C)Cc1ccccc1S(N)(=O)=O,i,-4.7%,-45%[20 µM],0.8,-19%,-8%,-19%,8%,-0.2%,-2%
COc1cc(/C=N\Nc2ccc([N+](=O)[O-])cn2)ccc1OCC(=O)O,·,-6.3%,12%,·,14%,2%,-32%,4%,-2.9%,5%

Entries of single compounds from above. Values in the order: Myeloid diff MLP | KOR beta-arrestin-1 | KOR beta-arrestin-2 | Myeloid diff MLP GFP+ MAC1+ % | NOD2 inhibition | LYP phosphatase | NOD1 inhibition | SIAH1 antagonists | HIV fusion peptide | PhoP inhibition
CC(C)Cc1ccccc1S(N)(=O)=O is entered as i | -4.7% | -45%[20 µM] | 0.8 | -19% | -8% | -19% | 8% | -0.2% | -2%
O=S(=O)(/N=C(/Nc1cc(N2CCOCC2)ncn1)c1ccccc1)c1ccccc1 is entered as i | 6.4% | 24% | 0.6 | 7% | -8% | 0% | -3% | -0.9% | -12%
Cc1[nH]c2ccccc2c1C(=O)CSc1n[nH]c(N)n1 is entered as i | -1.9% | -12% | 1.4 | 13% | -4% | -14% | 9% | 0.7% | -1%

More structures.
Molecule,Myeloid diff MLP,KOR beta-arrestin-1,KOR beta-arrestin-2,Myeloid diff MLP GFP+ MAC1+ %,NOD2 inhibition,LYP phosphatase,NOD1 inhibition,SIAH1 antagonists,HIV fusion peptide,PhoP inhibition
CC(C)CCN(C(=S)Nc1cccc(F)c1)C(C)c1cccs1 (stereo not drawn),i,-3.9%,-2%,0.1,0%,-3%,-10%,-3%,-0.6%,-3%
COc1ccccc1CN1CC(C(=O)NCc2c(F)ccc(C)c2F)CCC1=O (stereo not drawn),i,1.5%,-25%,4.8,-24%,-10%,16%,-7%,1.2%,-7%
O=C(CSc1ccc2nnc(-c3cccc(F)c3)n2n1)N1CCCc2ccccc21,i,2.5%,21%,0.5,-5%,1%,-24%,-1%,0.5%,-7%
COC(=O)c1c(CSc2cccc(C)c2)noc1C(=O)NCc1ccco1,i,1.2%,19%,1.5,3%,-4%,-21%,0%,3.0%,27%
CCOc1ccc(NC(=O)Nc2cnccn2)cc1,i,2.9%,-3%,0.7,-9%,-2%,-26%,5%,2.8%,-7%
S=C(NCc1ccccc1)Nc1cccc(Cl)c1,i,5.7%,-14%,1.2,-2%,-5%,-3%,0%,2.6%,2%
c1ccc(NCc2ccncc2)cc1,i,1.7%,-3%,0.1,8%,-11%,-6%,9%,0.8%,9%
CCNC(=S)NNC(=O)Cn1nc(C)cc1C,i,1.3%,0%,7.1,14%,-8%,-8%,7%,1.3%,-5%
CCOC(=O)CCSc1n[nH]c(=S)s1,i,0.5%,-2%,0.5,4%,-3%,-4%,2%,-0.6%,-12%
COc1cc(CNc2ccc(N3CCOCC3)c(C(=O)O)c2)ccc1OCC(N)=O,i,-4.6%,30%,0.7,8%,-7%,-7%,1%,-0.4%,-13%
O=C(CCCN1C(=O)c2cccc3cccc(c23)C1=O)NC1CCS(=O)(=O)C1 (stereo not drawn),i,·,-20%[20 µM],0.0,9%,-10%,-9%,-3%,0.0%,3%
OCC#CCSc1nnc(-c2ccc(Br)cc2)o1,i,-5.6%,15%,0.7,-25%,3%,-16%,8%,-1.7%,8%
CC1CCCC(C)N1C(=O)c1cc(F)c(F)cc1Cl (stereo not drawn),i,-0.7%,10%,0.4,12%,-4%,-15%,2%,0.3%,-6%
CC1(C)C(=O)NCCN1C(=O)CC1C(=O)NCCN1Cc1cccc(C(F)(F)F)c1 (stereo not drawn),i,0.0%,2%,3.2,8%,-9%,-17%,7%,1.7%,-10%
COc1ccccc1-c1n[nH]c(=S)n1-c1ccccc1,i,5.8%,-28%,1.7,-10%,0%,-18%,-2%,17%,8%
Cc1ccc(-c2nc3cccnc3s2)cc1NC(=O)C1c2ccccc2Oc2ccccc21,i,-1.2%,-5%,4.3,8%,0%,-33%,11%,5.4%,4%
C=C(C)n1c(=O)n(Cc2ccccc2C)c2ccccc21,i,-4.8%,0%,0.6,4%,-9%,2%,-4%,-2.1%,-4%
O=C(CSc1nnc(Nc2ccccc2)s1)NN1C(=O)NC2(CCCCC2)C1=O,i,2.1%,2%,0.2,12%,-4%,-2%,6%,-1.0%,-5%
CSCC[C@H](NC(=O)OC(C)(C)C)C(=O)N/N=C/c1c(C)[nH]c(=O)[nH]c1=O,·,-5.6%,3%,·,3%,-4%,2%,2%,-0.8%,4%
Cc1cccc(/N=C/c2c(O)c3ccccc3oc2=O)n1,i,·,-7%,0.7,22%,-1%,12%,1%,2.2%,-7%
CCOC(=O)c1nn(-c2ccc3ccccc3c2)cc1O,i,-6.4%,-23%,0.3,-82%,-4%,-47%,3%,-2.2%,-4%
O=C(Cc1ccc(Cl)cc1)NCC(=O)N1CCN(c2ccccc2)CC1,i,5.6%,-3%,0.8,10%,-10%,-21%,10%,0.4%,-5%
COc1cc(NC(=O)CN2CCCCC2C)c(C)cc1[N+](=O)[O-] (stereo not drawn),i,8.2%,-34%,0.1,2%,-9%,7%,-3%,0.1%,-9%
CC[C@H](C)C(C(=O)N1CCN(C(=O)OC(C)(C)C)CC1)n1cc(C(CC(C)C)NC(=O)OC(C)(C)C)nn1 (stereo partly drawn),i,5.2%,-11%,2.0,-14%,2%,-29%,1%,-0.6%,-4%
COc1ccc(OC)c(NS(=O)(=O)c2cccs2)c1,i,-2.7%,8%,0.9,22%,-4%,-7%,19%,0.1%,3%
O=C(Nc1cc(S(=O)(=O)N2CCCC2)ccc1OCC(F)(F)F)c1ccc(F)cc1,i,6.1%,·,0.8,0%,-10%,30%,-2%,0.0%,-11%
O=C1c2cccnc2C(Nc2ccc(Br)cc2)N1Cc1cccs1 (stereo not drawn),i,-1.4%,-20%,0.0,12%,-7%,-5%,5%,-0.1%,11%
COc1ccc(N(CC(=O)O)S(=O)(=O)c2ccccc2[N+](=O)[O-])c(OC)c1,i,-5.6%,-4%,0.7,7%,-2%,17%,-4%,-0.9%,-4%
COc1ccc(-n2nc(C(=O)NCC(=O)N(C)Cc3ccccc3)c3ccccc3c2=O)cc1,i,-2.9%,-31%,1.1,21%,-1%,2%,4%,1.2%,2%
CCC(C(=O)NC(C)(C)C)N(C(=O)c1ccc(Cl)nc1)C1CCCC1 (stereo not drawn),i,-1.3%,-16%,0.3,8%,-4%,-15%,4%,0.8%,-6%
C/C(N)=C(/C#N)C(=O)CSc1nc2ccccc2c(=O)n1-c1ccc(C)cc1,·,4.5%,23%,·,18%,-5%,7%,-3%,0.4%,0%
CC(C)COc1ccc(C(=O)N/C(=C\c2cccc([N+](=O)[O-])c2)C(=O)OC(C)C)cc1,i,2.1%,-34%,0.7,-10%,9%,-6%,2%,-2.4%,-10%
O=C1c2ccccc2C(O)N1CCN1CCOCC1 (stereo not drawn),i,5.4%,6%,1.4,9%,-1%,-20%,20%,-1.0%,-7%
Cc1ccc(NC2c3ncccc3C(=O)N2Cc2cccs2)cc1C (stereo not drawn),i,-7.7%,-25%,0.4,16%,-6%,-11%,6%,0.0%,1%
CC(C)c1ccc(/C=N/N2CCN(c3ccccn3)CC2)cc1,i,3.2%,-10%,0.5,22%,-4%,-10%,4%,-1.5%,1%
O=C(CCCSc1nc2ccccc2[nH]1)NCc1ccccc1F,i,-2.0%,-12%,0.5,8%,-4%,-39%,2%,0.1%,-7%
CC(C)OP(=O)(OC(C)C)C(O)c1ccc(N(C)C)cc1 (stereo not drawn),i,1.3%,15%,1.4,17%,-12%,1%,-2%,0.5%,2%
Cc1cc2ccccc2n2c(SCC(=O)Nc3ccc(S(=O)(=O)N4CCC(C)CC4)cc3)nnc12,i,7.5%,12%,0.6,1%,9%,49%,-1%,-0.4%,-1%
COc1ccc(CCC(=O)N2c3ccccc3CC2C)cc1 (stereo not drawn),i,1.6%,19%,7.1,-37%,3%,-38%,4%,0.9%,17%
COc1ccc(NC(=O)CCCn2c(=O)c3sccc3n(Cc3cccc(C)c3)c2=O)cc1,i,-3.6%,15%,1.9,14%,-1%,-14%,-2%,-2.9%,5%
CCCOc1ccc(CSc2ncn[nH]2)cc1,i,-2.1%,3%,2.4,-21%,-6%,2%,6%,-2.8%,16%
COc1ccccc1C(=O)Oc1ccc(C(C)C)cc1,·,-1.7%,0%,·,10%,1%,-9%,-2%,-1.3%,2%
CCOc1ccccc1C(=O)N(Cc1ccc(C)o1)C1CCS(=O)(=O)C1 (stereo not drawn),i,-7.6%,-27%,0.5,2%,-12%,-28%,11%,-1.1%,-8%
O=C(Nc1ncc(Cc2cccc(Cl)c2)s1)c1cccs1,i,2.3%,4%,1.6,-162%,-3%,3%,0%,2.5%,-2%
S=c1sc2c(N3CCN(Cc4ccccc4)CC3)ncnc2n1-c1ccccc1,i,-0.6%,-18%,0.5,8%,-4%,-7%,3%,0.3%,-7%
Cc1oc(CSCC2CCCO2)cc1C(=O)O (stereo not drawn),i,-2.7%,18%,0.0,-10%,-7%,-18%,-2%,3.7%,3%
O=C(Nc1cccc(S(=O)(=O)NC2=NCCCCC2)c1)c1cc(-c2ccc(Cl)cc2)nc2ccccc12,i,8.7%,-3%,0.3,4%,0%,61%,3%,3.3%,3%
Cc1ccc(S(=O)(=O)CC(=O)NCc2ccccc2)cc1,·,-2.5%,-7%,·,-15%,-7%,4%,0%,-0.6%,-2%

Only part of the results is shown; the hit share may differ from the screen's.
